Assay outcomes as filed in PubChem BioAssay.
Keap1 Nrf2 FP: inhibitors of human Keap1-Nrf2 protein-protein interaction; Keap1 Kelch-Nrf2 peptide fluorescence polarization, 1536-well; 340,000 compounds, 0.15% hits; inhibition, % at 9.4 µM; Q14145; AID 504523; in the data active means inhibition above about 12%;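 further: human Keap1 Kelch domain with fluorescein labeled Nrf2 9mer peptide probe; 0% = neutral control wells and 100% = peptide positive control; higher means more block of Keap1 binding to Nrf2 peptide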
CAL PDZ FP-1: human CAL PDZ-peptide interaction inhibition; 330,000 compounds, 0.02% hits; inhibition, % at 20 µM; purified CAL PDZ, TMR-peptide fluorescence polarization, 1 h; AID 504414;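 active means highest replicate inhibition of at least 40%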;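 further: plate controls were DMSO neutral control wells for no effect and unlabeled competitor peptide control wells for full effect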
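material = purified tagged CAL PDZ domain construct (CerCALP) | buffer or medium = sodium phosphate/NaCl buffer pH 7.4 with TCEP, IgG, Thesit | reagent = TMR-labelled reporter peptide T*-PRC34 bound in PDZ groove | incubation = 1 h room-temperature incubation prior to read | measured by = fluorescence polarization (mP) | evaluation = percent inhibition from loss of millipolarization | control set = unlabelled peptide and DMSO controls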
CAL PDZ FP-2: inhibitors of human CAL PDZ peptide binding; Q9HD26; purified CAL PDZ, TMR-peptide fluorescence polarization, 1 h; inhibition, % at 24.9 µM; 300,000 compounds, 0.92% hits; AID 602252;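 active means mean inhibition of at least 30% with at least half of replicates also reaching 30%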;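 further: 0% = DMSO neutral control and 100% = excess unlabeled competitor peptide PRC23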
NSD2 inh: blocks human histone methyltransferase NSD2 | O96028 | NSD2 peptide methylation, AlphaScreen, 120 min | inhibition, % at 12.5 µM | 310,000 compounds, 0.54% hits; in the data active means inhibition above about 50%
V-ATPase pH: alters yeast V-ATPase proton transport. S. cerevisiae, pHLuorin cytosolic pH fluorescence. response, % at 10 µM. 350,000 compounds, 0.37% hits; in the data active means response mostly above about 7.3%, no sharp cut-off; inactive means mostly below about 5.4%; further: actives read high; inactives centre near 0; some compounds called inactive have numbers as strong as hits
Pemphigus Ab inh: blocks pemphigus antibody binding to human desmoglein-3; binding (percent of control), % at 10 µM; 310,000 compounds, 0.48% hits; P32926; DSG3-coupled beads, scFv-anti-DSG3-GFP binding, flow cytometry; stronger effect = lower value; AID 588358;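 active means binding more than 3 SD below its plate's average and above zero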; further: some compounds called inactive have numbers as strong as hits
LANA DNA inh: inhibitors of KSHV LANA C-terminal domain DNA binding | inhibition, % at 9 µM | MBP-C-LANA/FAM-LBS DNA binding, fluorescence polarization | 340,000 compounds, 0.078% hits;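 active means highest replicate inhibition at or above 60% at 9 µM, even if other replicates fall short; inactive means all replicates below 60% inhibition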;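 further: 0% = neutral control wells and 100% = 4 µM acridine orange control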
RTF Ca sens inh: cardiac RTF calcium desensitization | P19429+P45379 | AID 493244 | IANBD-labeled cardiac RTF, Ca2+ fluorescence | inhibition, % at 7.15 µM | 340,000 compounds, 0.12% hits;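 active means inhibition above the mean inhibition of all tested compounds plus 3 SD, cut at about 17% in these data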;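 further: assay run at fixed EC70 calcium of 1.6 mM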
Arr AP2 block: human beta-arrestin and AP2 interaction inhibition. FITC-arrestin peptide / GST-AP2 beads, flow cytometry; AP2 beta2 appendage carries R879A mutation. inhibition, % at 10 µM. 340,000 compounds, 0.31% hits;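 active means inhibition above a set limit, near 3 SD of compounds lacking own fluorescence, cut at about 54% in these data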;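 further: plate controls were DMSO wells for no effect and 5 µM unlabelled arrestin peptide for full effect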
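System: GST-tagged AP2 beta2-adaptin appendage (R879A) on 4 µm glutathione beads / Reagent: FITC-arrestin peptide, 50 nM / Detection: HyperCyt-sampled flow cytometry, FL1 channel, ex 488/em 535 nm / Timing: 12 min plus 1 h, RT / Buffer or medium: PBS plus Tween 20 (0.05%) and BSA (0.1%)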
DAGLB inhibitor: diacylglycerol lipase beta (human) inhibition. HEK293T DAGLB membrane lysate, EnzChek fluorogenic substrate. inhibition, % at 5.17 µM. 340,000 compounds, 0.059% hits. AID 504411; in the data active means inhibition above about 34%;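 further: 0% = enzyme with vehicle and 100% = wells lacking enzyme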
Target sequence (Q8NCG7 whole entry, looked up): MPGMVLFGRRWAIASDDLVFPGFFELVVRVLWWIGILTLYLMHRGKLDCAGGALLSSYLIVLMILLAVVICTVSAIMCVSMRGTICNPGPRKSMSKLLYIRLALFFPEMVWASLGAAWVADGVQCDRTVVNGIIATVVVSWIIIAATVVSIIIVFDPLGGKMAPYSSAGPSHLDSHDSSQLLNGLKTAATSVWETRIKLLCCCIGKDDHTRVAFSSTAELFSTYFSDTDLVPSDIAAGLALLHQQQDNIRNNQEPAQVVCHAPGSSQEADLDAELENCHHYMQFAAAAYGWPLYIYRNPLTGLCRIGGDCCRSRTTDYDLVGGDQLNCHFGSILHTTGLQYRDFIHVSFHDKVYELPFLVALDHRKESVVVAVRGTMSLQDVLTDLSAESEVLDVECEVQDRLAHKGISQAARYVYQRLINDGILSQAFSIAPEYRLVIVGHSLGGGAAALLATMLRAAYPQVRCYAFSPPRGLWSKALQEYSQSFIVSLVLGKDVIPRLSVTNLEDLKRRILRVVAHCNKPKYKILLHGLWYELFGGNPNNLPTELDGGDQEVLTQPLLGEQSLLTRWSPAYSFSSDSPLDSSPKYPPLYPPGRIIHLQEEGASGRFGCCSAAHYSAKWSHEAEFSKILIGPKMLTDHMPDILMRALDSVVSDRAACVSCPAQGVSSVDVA
An asterisk follows results filed as active; nt = no result given. Only part of the results is shown; count on the stated rates, not on these rows.

Below each SMILES – Keap1 Nrf2 FP | CAL PDZ FP-1 | CAL PDZ FP-2 | NSD2 inh | V-ATPase pH | Pemphigus Ab inh | LANA DNA inh | RTF Ca sens inh | Arr AP2 block | DAGLB inhibitor
[1] COc1ccc(CCN=C(N)NS(=O)(=O)c2ccc(C)cc2)cc1OC
    -2.9 | -2.9 | -0.2 | -0.9 | 4.8 | 111.7 | -0.3 | 2.4 | 0.0 | 2.3
[2] CC(=O)Nc1ccc(N2CC(C)(C)C2=O)cc1
    0.8 | -0.5 | nt | 0.0 | -0.3 | 94.7 | -1.6 | -2.2 | 4.3 | -1.1
[3] c1ccc(SCCCCN2CCOCC2)cc1
    -0.3 | -0.4 | 0.4 | 2.2 | -3.9 | 97.9 | -1.0 | -0.5 | -2.2 | -1.0
[4] CCc1cccc(NC(=O)CCc2c(C)nn(-c3ccc(N4CCOCC4)nn3)c2C)c1
    1.2 | -3.5 | -3.9 | 46.6 | 7.0 | 102.4 | -0.4 | -4.2 | 39.5 | -0.2
[5] COc1ccc(NC(=O)CSc2nc3ccccc3c(=O)n2CCC(=O)N2CCCCC2)cc1
    -8.7 | -0.6 | -4.7 | 0.6 | 3.0 | 107.1 | -0.2 | -7.7 | -6.1 | -1.2
[6] Cc1ccc(S(=O)(=O)NCC(=O)OCC(=O)c2ccc(Br)s2)cc1
    3.6 | -1.2 | 2.0 | -0.3 | 1.4 | 103.9 | -1.9 | -14.4 | 15.3 | 1.6
[7] CCOC(=O)c1c(C)c(C(=O)N2CCN(c3ccccc3)CC2)c(C)n1C
    -0.8 | -0.8 | -2.3 | 2.3 | 0.6 | 95.8 | -0.2 | -7.8 | 11.8 | -2.1
[8] Cn1c(=O)c2c(SCC(=O)N3CCOCC3)nc(-c3ccccc3F)nc2n(C)c1=O
    5.0 | -2.1 | -1.3 | -2.7 | 1.5 | nt | -0.4 | -4.8 | -4.3 | -1.8
[9] O=C(N/N=C/c1ccc(Br)s1)c1ccncc1
    0.4 | -0.9 | nt | -3.2 | -3.2 | 104.0 | -0.3 | -3.5 | 39.2 | -0.6
[10] CC[C@@H](C)[C@H](NC(=O)OC(C)(C)C)c1nnc(S(=O)(=O)Cc2cc(C)ccc2C)o1
    -20.1 | 0.0 | 2.4 | 2.0 | 2.6 | 104.1 | -0.4 | -26.9 | -0.8 | 3.5
[11] NC(=O)C1CCCN(CC(O)COCc2ccc(Cl)cc2)C1 (stereo not given)
    -1.6 | -1.1 | -1.7 | -0.6 | -3.4 | 101.2 | 6.6 | -4.0 | -1.4 | -3.4
[12] COc1ccc(NC(=O)CSc2nnc(-c3cccc(O)c3)o2)cc1
    0.0 | -0.3 | -2.5 | nt | -0.4 | 107.3 | -1.2 | 4.0 | -2.4 | 0.9
[13] Cc1ccc(-c2nnc3c4ccccc4c(C)nn23)cc1S(=O)(=O)N1CCN(C)CC1
    -2.4 | -1.4 | -4.2 | -1.0 | 0.7 | 89.9 | 0.0 | -0.6 | 1.1 | -0.6
[14] O=C(c1ccc(F)cc1)C1CCN(C(=S)Nc2ccccc2)CC1
    0.8 | -0.7 | -1.8 | -2.4 | -0.2 | 95.5 | 1.1 | -5.0 | 1.9 | 3.4
[15] Cc1ccc(NC(=O)Cn2nnc(C(=O)NCc3ccc4c(c3)OCO4)c2N)cc1
    3.9 | -2.4 | 1.9 | 2.6 | 3.5 | 107.2 | -1.2 | 1.6 | -1.5 | -1.2
[16] CC1(C)CCCC2(C)C(OCCO)=CC(=O)C=C12 (stereo not given)
    nt | nt | nt | -2.8 | 0.0 | 98.3 | nt | nt | nt | -1.4
[17] CCOC(=O)c1ccc[n+](CC(=O)c2ccccc2)c1
    -5.3 | -0.7 | -10.8 | -1.2 | 1.8 | 108.5 | 0.2 | -8.1 | -11.1 | 0.3
[18] CN(C)/C=C(\C#N)C(=O)c1cccc(Oc2ccc(Br)cc2)c1
    5.4 | -3.2 | -4.1 | 2.2 | -1.4 | 99.5 | -1.5 | -27.3 | -4.3 | 12.3
[19] CCCN1CCC(=O)N([C@H](CO)CC(C)C)CC1
    6.0 | 0.6 | 3.9 | nt | 1.4 | 107.5 | 0.6 | -11.1 | -1.9 | -1.2
[20] COCc1cc(=O)n2[nH]c(-c3cccc(Br)c3)cc2n1
    7.6 | -2.4 | -2.7 | nt | 4.0 | 98.8 | 1.7 | -3.3 | 2.1 | -1.5
[21] COc1ccccc1NC(=S)Nc1cccc2cnccc12
    -0.4 | -0.4 | 8.3 | 82.1* | -3.7 | 102.6 | 0.3 | 0.8 | 7.4 | -0.8
[22] C=CC(=O)Nc1cccc(Nc2nc(N[C@H]3CC[C@H](N(C)C)CC3)nc3c2ncn3C(C)C)c1
    -4.1 | 3.1 | -1.9 | nt | 5.8 | 106.0 | -20.4 | -20.3 | 31.7 | -2.1
[23] COc1cccc(-n2nnc3c(=O)n(CC(=O)OCc4ccccc4)cnc32)c1
    -0.2 | -3.1 | -0.6 | -5.3 | -1.2 | 90.7 | 1.3 | 2.0 | -2.3 | -2.0
[24] CC(C)c1ccc(NC(=S)N(C)CCc2ccccn2)cc1
    1.5 | 0.6 | 3.4 | 2.1 | 2.5 | 116.9 | 0.9 | -1.8 | 22.0 | -1.8
[25] CC(C)CCNC(=O)c1cc(-c2ccncc2)nc2ccc(S(=O)(=O)N3CCOCC3)cc12
    -3.7 | -1.6 | -2.1 | -1.4 | -2.6 | 126.7 | 1.1 | -5.1 | -1.3 | 0.2
[26] CNC(=O)c1[nH]nc2c1CCc1ccccc1-2
    -2.3 | -2.9 | 0.0 | 2.8 | -1.2 | 91.9 | -0.2 | -11.4 | 6.8 | 0.5
[27] COc1ccc(Nc2nnc(SCC(=O)N3CC(=O)Nc4ccccc43)s2)cc1
    -6.0 | -1.0 | -1.6 | -0.2 | 3.4 | 86.7 | 0.3 | -11.8 | 4.8 | 1.6
[28] COc1ccc2oc(C(=O)OCC(=O)NC(C)(C#N)C3CC3)c(C)c2c1 (stereo not given)
    -4.0 | -1.0 | 3.2 | -0.2 | 0.7 | 98.8 | -0.7 | -3.0 | 4.7 | -0.8
[29] CCC1C(=O)N=C(SCC(=O)Nc2ccc(C(=O)OC)cc2)NC1=O (stereo not given)
    -5.3 | -0.5 | -1.8 | 3.0 | -0.2 | 99.0 | 0.8 | -4.2 | 5.1 | -2.0
[30] COc1ccc(CCNC(=O)c2nn(C)cc2Cl)cc1
    -7.8 | -2.6 | -2.4 | nt | 4.7 | 109.4 | 1.9 | -1.9 | 13.2 | -1.1

Next part, starting with the last 4 of the part before.
Below each SMILES – Keap1 Nrf2 FP | CAL PDZ FP-1 | CAL PDZ FP-2 | NSD2 inh | V-ATPase pH | Pemphigus Ab inh | LANA DNA inh | RTF Ca sens inh | Arr AP2 block | DAGLB inhibitor
[27] COc1ccc(Nc2nnc(SCC(=O)N3CC(=O)Nc4ccccc43)s2)cc1
    -6.0 | -1.0 | -1.6 | -0.2 | 3.4 | 86.7 | 0.3 | -11.8 | 4.8 | 1.6
[28] COc1ccc2oc(C(=O)OCC(=O)NC(C)(C#N)C3CC3)c(C)c2c1 (stereo not given)
    -4.0 | -1.0 | 3.2 | -0.2 | 0.7 | 98.8 | -0.7 | -3.0 | 4.7 | -0.8
[29] CCC1C(=O)N=C(SCC(=O)Nc2ccc(C(=O)OC)cc2)NC1=O (stereo not given)
    -5.3 | -0.5 | -1.8 | 3.0 | -0.2 | 99.0 | 0.8 | -4.2 | 5.1 | -2.0
[30] COc1ccc(CCNC(=O)c2nn(C)cc2Cl)cc1
    -7.8 | -2.6 | -2.4 | nt | 4.7 | 109.4 | 1.9 | -1.9 | 13.2 | -1.1
[31] COc1cc(C(C(=O)NC2CCCCC2)N(C(=O)Cc2c[nH]c3ccccc23)c2ccc(C)cc2)cc(OC)c1OC (stereo not given)
    -1.5 | -0.6 | -1.5 | nt | 1.3 | nt | 0.0 | -10.3 | -0.8 | -1.6
[32] COCc1nnc(NC(=O)C2CC(=O)N(C3CCCC3)C2)s1 (stereo not given)
    -4.3 | -2.7 | 5.3 | 8.4 | -1.6 | 93.3 | -0.8 | -8.0 | 0.4 | -3.6
[33] Cc1ccc(N/C=C2\CCCCC2=O)c(C)c1
    0.2 | -1.5 | -2.0 | -1.4 | -1.2 | 92.4 | -1.5 | 0.8 | 0.3 | -1.5
[34] O=C(OCC(=O)N(CCc1ccccc1)Cc1ccccc1)c1cccc(S(=O)(=O)N2CCOCC2)c1
    -3.0 | -4.2 | -4.5 | 8.4 | 1.0 | 115.2 | -0.4 | -3.5 | 3.4 | -5.3
[35] Cc1c(CNCCc2ccc(Cl)cc2)c(C(=O)O)c(C)n1-c1ccccc1
    -4.6 | -2.1 | 10.6 | nt | 3.0 | 101.6 | 0.3 | -3.3 | 2.5 | -1.5
[36] Cc1cc(C)c(NC(=O)CS(=O)CC(=O)NC2CCCc3ccccc32)c(C)c1 (stereo not given)
    0.4 | -0.2 | 0.4 | 1.0 | 2.7 | 104.8 | 0.2 | -4.8 | 4.8 | -0.5
[37] CCN(CC)S(=O)(=O)c1cc(C(=O)Nc2cccnc2)ccc1Cl
    0.3 | -0.9 | nt | 1.0 | -1.5 | 103.4 | 0.7 | 4.6 | 7.2 | -0.5
[38] Cc1ccc(C(=O)C2=C(O)C(=O)N(CC3CCCO3)C2c2ccccc2F)o1 (stereo not given)
    -0.6 | -0.9 | 3.9 | -16.1 | -2.0 | 99.5 | -1.7 | -2.8 | 15.8 | -4.1
[39] CCCCOc1c(Br)cc(/C=N/O)cc1OCC
    -3.3 | nt | -1.8 | -0.2 | 5.8 | nt | 0.4 | -7.4 | -9.2 | -10.4
[40] COc1cc2ncnc(NCc3ccc(Cl)cc3)c2cc1OC
    1.1 | -2.5 | nt | 17.3 | -1.9 | 102.0 | 1.0 | 0.1 | -1.6 | -0.7
[41] CC(C)c1c(C(=O)N/N=C/c2ccc(OCc3ccccc3)cc2)nnn1-c1nonc1N
    -2.5 | -0.9 | -2.3 | -6.2 | 5.8 | 92.3 | 0.1 | -0.4 | -4.1 | -4.5
[42] Cc1ccc(S(=O)(=O)N2CCOCC2)cc1NC(=O)CSc1n[nH]c(N)n1
    2.1 | -1.1 | -3.8 | -0.5 | 2.8 | 98.7 | 1.5 | 3.6 | 0.3 | 1.8
[43] CCCN1CC(=O)N2Cc3[nH]c4ccccc4c3C[C@H]2C1=O
    3.2 | -1.0 | -2.3 | -0.7 | 0.6 | 94.4 | -0.8 | -7.3 | 0.6 | 0.6
[44] CS(=O)(=O)N1CCC(C(=O)N2CCN(c3ccc(F)cc3)CC2)CC1
    0.8 | -0.6 | 2.2 | -4.5 | 3.9 | 89.7 | -0.6 | -14.5 | -1.6 | 0.5
